# High-throughput results: PubChem, Johns Hopkins Ion Channel Center
# ANO1 activ = mouse TMEM16A channel activation, primary screen. Q8BHY3. HEK293 TMEM16A/YFP-H148Q/I152L, iodide quench fluorescence; active compounds read low. B-score at 10 µM. 0.3% of 340,000 active. AID 623877;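 active means fluorescence-ratio B-score plate-corrected deviation score at least 3 library SD below zero, with starting fluorescence score within 5 deviations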;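 further: channel opened by trigger with iodide after compound preincubation; score built on the fluorescence ratio of max minus min over baseline; more negative score means more quench and so TMEM16A activation or potentiation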
# RGS4 inh = human RGS4 inhibition. AID 463165. 0.45% of 310,000 active. B-score at 10 µM. P49798. HEK293 M3R/RGS4 inducible, Fluo-4 calcium flux; active compounds read high; triggered by carbachol at its EC20;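 active means B-score, a plate-corrected calcium signal, over three deviations above library mean, with baseline fluorescence within five deviations of library mean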;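 further: RGS4 expression induced by doxycycline in cells with stable M3 receptor; B-score is computed from the integrated fluorescence ratio over baseline after carbachol; higher B-score means a larger calcium signal and so more RGS4 inhibition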
# Target sequence (P49798 whole entry, looked up): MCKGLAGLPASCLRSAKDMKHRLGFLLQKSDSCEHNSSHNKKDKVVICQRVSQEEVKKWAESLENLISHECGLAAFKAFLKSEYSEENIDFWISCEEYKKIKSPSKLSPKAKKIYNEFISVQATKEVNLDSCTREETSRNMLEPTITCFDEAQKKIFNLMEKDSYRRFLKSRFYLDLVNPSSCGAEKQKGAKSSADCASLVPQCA
# KCNQ1 inh = blocks the human KCNQ1 potassium channel. CHO-K1 KCNQ1, FluxOR thallium flux fluorescence; active compounds read high. B-score at 10 µM. 1.3% of 310,000 active. AID 2642;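 active means compounds whose thallium flux B-score, printed positive for inhibition, exceeds three library SD while starting fluorescence stays within three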;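 further: channel opened by potassium depolarization with thallium stimulus after 20 min compound exposure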
# hERG rescue = shields human hERG channel from block by proarrhythmic agents | Q12809 | CHO-hERG, FluxOR thallium flux, dofetilide IC70 present | activation (rescue from dofetilide block), less the hit threshold, % at 10 µM | 0.51% of 310,000 active | AID 1511;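 active means activation above the mean of controls blocked by dofetilide plus 5 SD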;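 further: thallium influx through hERG after potassium depolarization seen as dye fluorescence rise; in these data hits start at about 4.7%; inactives centre near -7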
# KCNQ1 pot = human KCNQ1 channel potentiation or activation | CHO-K1 KCNQ1, thallium flux FluxOR fluorescence; active compounds read high | 0.35% of 310,000 active | B-score at 10 µM | P51787;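 active means fluorescence ratio B-score, a plate-corrected score, at least three library SD, with initial intensity B-score within 5 SD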
#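 System: Stable KCNQ1 CHO-K1 line | Incubation: 90 min dye loading and 20 min compound exposure, both at room temperature | Measure: Ratio B score | Medium: Assay buffer for compound exposure, DMSO matched across wells | Compound dosing: Single-concentration screen | Probe or stimulus: K+/Tl+ depolarizing stimulus | Measured by: Kinetic FluxOR fluorescence, 10 s baseline plus 110 s post-stimulus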
# KCNK9 inh = blocks the human KCNK9 two-pore domain potassium channel; Q9NPC2; HEK293 KCNK9, FluxOR thallium flux fluorescence; active compounds read low; B-score at 10 µM; 1.2% of 310,000 active; AID 488922;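 active means ratio B-score over 3 SD below the library mean, with starting fluorescence within 5 SD of its mean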;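 further: negative B-score means less thallium flux so channel inhibition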
# KCNK3 block = human KCNK3 channel inhibition, primary screen | O14649 | 0.84% of 340,000 active | B-score at 10 µM | CHO-KCNK3 thallium flux, FluxOR fluorescence; active compounds read low;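 active means B-score under library mean minus 4 SD, starting fluorescence ratio at most library mean plus 5 SD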;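 further: more negative B-score means stronger inhibition of thallium flux through KCNK3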
# Target sequence (O14649 whole entry, looked up): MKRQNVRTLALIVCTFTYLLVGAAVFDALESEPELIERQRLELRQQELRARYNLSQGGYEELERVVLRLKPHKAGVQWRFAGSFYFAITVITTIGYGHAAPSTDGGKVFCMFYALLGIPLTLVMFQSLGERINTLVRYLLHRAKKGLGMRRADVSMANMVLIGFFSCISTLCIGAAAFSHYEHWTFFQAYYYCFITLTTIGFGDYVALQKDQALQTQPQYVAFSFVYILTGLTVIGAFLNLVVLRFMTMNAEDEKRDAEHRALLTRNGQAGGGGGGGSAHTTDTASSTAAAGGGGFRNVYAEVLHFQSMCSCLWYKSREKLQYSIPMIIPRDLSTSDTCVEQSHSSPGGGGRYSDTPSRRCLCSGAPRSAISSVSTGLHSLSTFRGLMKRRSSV
# ANO1 block = mouse TMEM16A channel inhibition, primary screen. HEK293 TMEM16A/YFP iodide influx fluorescence, ionomycin. normalized B-score (activity score, 25-100; higher = stronger inhibition) at 10 µM. Q8BHY3. 1.2% of 310,000 active;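 active means ratio plate-corrected score three or more library SD toward inhibition, starting fluorescence score within five deviations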;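 further: score derived from kinetic fluorescence span divided by baseline fluorescence per well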
# RGS4 act = RGS4 potentiation or activation | B-score at 10 µM | HEK293 M3R/inducible RGS4, carbachol calcium flux Fluo4; active compounds read low | 0.92% of 310,000 active | AID 463111;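 active means B-score of the integrated calcium signal more than 4 SD below the library mean, with starting fluorescence not abnormally high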;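 further: negative B-score means reduced calcium response which marks RGS4 activation or potentiation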
#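 Test system: HEK293 cells with stable M3R and inducible RGS4; also added: carbachol at ECmax as muscarinic agonist stimulus; schedule: dye loading 30 min 37 °C, buffer rest 30 min RT; technique: kinetic calcium fluorescence imaging with Fluo4-AM dye, 2 µM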
# MrgX1 allo act = human MrgX1 positive allosteric modulation, primary screen | Q96LB2 | MrgX1-HEK293, Fluo-4 calcium flux, FDSS; active compounds read high | B-score at 10 µM | 0.63% of 310,000 active | AID 588675;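 active means plate-corrected calcium response at least 3 library SD above typical, normal starting fluorescence, not activating the receptor alone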;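 further: compound read alongside a low EC10 to EC30 dose of BAM8-22 agonist; peak minus trough fluorescence over baseline measured at the second addition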
# Target sequence (Q96LB2 whole entry, looked up): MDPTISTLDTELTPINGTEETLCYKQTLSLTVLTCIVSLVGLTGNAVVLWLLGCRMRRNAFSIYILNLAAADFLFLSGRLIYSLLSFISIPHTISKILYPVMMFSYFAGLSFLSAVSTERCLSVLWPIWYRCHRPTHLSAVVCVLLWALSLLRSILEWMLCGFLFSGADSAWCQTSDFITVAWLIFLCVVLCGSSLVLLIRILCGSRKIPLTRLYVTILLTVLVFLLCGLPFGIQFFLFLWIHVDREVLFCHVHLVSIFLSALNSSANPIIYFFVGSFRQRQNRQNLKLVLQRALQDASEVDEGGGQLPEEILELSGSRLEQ
# MrgX1 agonist = human MrgX1 receptor agonism, primary screen | B-score at 10 µM | Q96LB2 | 0.44% of 310,000 active | MrgX1-HEK293 cells, Fluo-4 calcium fluorescence, agonist mode; active compounds read high | AID 588627;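 active means calcium response B-score plate-corrected fluorescence ratio at least 3 library SD, with starting fluorescence B-score inside 5 SD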
#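 Material: HEK293 cells stably expressing human MrgX1 receptor | Quantity: 15,000 cells per well | Times: Cells plated overnight, dye loaded 0.5 h 37 °C, 0.5 h room temperature | Measured by: Kinetic Fluo-4 NW fluorescence of intracellular calcium | Control set: Positive and negative controls per plate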
# Numbers without * were called inactive; i = inactive; / = no result given; & = joins results of further samples.
SMILES,ANO1 activ,RGS4 inh,KCNQ1 inh,hERG rescue,KCNQ1 pot,KCNK9 inh,KCNK3 block,ANO1 block,RGS4 act,MrgX1 allo act,MrgX1 agonist
Fc1cccc(/C=N/n2c(C3CCCCC3)n[nH]c2=S)c1,i,i,i,-3,i,i,i,i,i,i,i
Cn1cnc([N+](=O)[O-])c1Sc1ccc(C(C)(C)C)cc1,i,i,i,-6,i,i,i,i,i,i,i
O=C(NCc1ccc2c(c1)OCO2)c1ccc2c(=O)n(C3CCCC3)c(=O)[nH]c2c1,i,i,i,-8,i,i,i,i,i,i,i
COCCNC(=O)CN1CCN(C(c2ccccc2)c2ccccc2)CC1,i,i,i,-6,i,i,i,i,i,i,i
COCC(C)NC(=O)CSc1ncnc2sc(-c3ccccc3)cc12 (stereo not drawn),i,i,i,-12,i,i,i,i,i,i,i
CCOc1ccc(CNc2ccc(N3CCN(Cc4ccccc4)CC3)cc2)cc1,i,i,i,-6,i,i,i,i,i,i,i
COc1cccc(NC(=O)c2cc(-c3ccncc3)nc3c(C)cc(C)cc23)c1,i,i,i,-11,i,i,i,i,i,i,i
CCN(CC)CCCNC(=O)Cn1cnc2sc(C)c(S(=O)(=O)N3CCC(C)CC3)c2c1=O,i,i,i,-6,i,i,i,i,i,i,i
CCCc1cn(S(=O)(=O)c2ccc(OC)cc2OC)nc1N,i,i,i,-10,i,i,i,i,i,i,i
COc1cc2c(cc1OC)CC(=O)N(C)CC2,i,i,i,-8,i,i,i,i,i,i,i

# 2 entries drawn at random from those above, as already listed:
SMILES,ANO1 activ,RGS4 inh,KCNQ1 inh,hERG rescue,KCNQ1 pot,KCNK9 inh,KCNK3 block,ANO1 block,RGS4 act,MrgX1 allo act,MrgX1 agonist
O=C(NCc1ccc2c(c1)OCO2)c1ccc2c(=O)n(C3CCCC3)c(=O)[nH]c2c1,i,i,i,-8,i,i,i,i,i,i,i
COc1cc2c(cc1OC)CC(=O)N(C)CC2,i,i,i,-8,i,i,i,i,i,i,i

# The list continues.
SMILES,ANO1 activ,RGS4 inh,KCNQ1 inh,hERG rescue,KCNQ1 pot,KCNK9 inh,KCNK3 block,ANO1 block,RGS4 act,MrgX1 allo act,MrgX1 agonist
O=C(CN1C(=O)NC2NC(=O)NC21)N/N=C/c1ccc(F)cc1 (stereo not drawn),-7.5*,i,i,-2,i,i,i,i,i,i,i
COc1ccccc1CC(=O)Nc1ccc2nc(C)sc2c1,i,i,i,-7,i,i,i,i,i,i,i
COCCNC(=O)CN(Cc1ccco1)C(=O)CCC(=O)Nc1nccs1,i,i,i,0,i,i,i,i,i,i,i
COc1ccc(-c2nnn(CC(=O)N(Cc3ccco3)C(C(=O)NCC3CCCO3)c3ccco3)n2)cc1 (stereo not drawn),i,i,i,-14,i,i,i,i,i,i,i
COc1cccc(C2=CC(c3ccc(C)cc3)n3ncnc3N2)c1 (stereo not drawn),/,i,i,-18,i,i,/,i,i,i,i
CCc1c(C(=O)NC(C)C2CCCO2)csc1C (stereo not drawn),i,i,i,-8,i,i,i,i,i,i,i
COc1ccc(CNC(=O)CN(Cc2ccccc2)C(=O)c2csnn2)cc1,i,i,i,-11,i,i,i,i,i,i,i
O=C1COc2ccc(S(=O)(=O)NCCc3ccc(Cl)cc3)cc2N1,i,i,i,-3,i,i,i,i,i,i,i
CCC(C)CCN1C(Nc2ccccc2)=NC[C@@H]1CC(C)C (stereo partly drawn),i,i,i,-3,i,i,i,i,i,i,i
Cn1c2c(c(=O)n(C)c1=O)NC1(N2)C(=O)Nc2ccccc21 (stereo not drawn),i,i,i,-11,i,i,i,i,i,i,i
O=c1[nH]cc(COCC(F)CCl)c(=O)[nH]1 (stereo not drawn),i,i,i,-5,i,i,i,i,i,i,i
CCOC(=O)c1c(S(=O)(=O)N2CCN(c3ccc(F)cc3)CC2)c(C)n(C)c1C,i,i,i,-7,i,i,i,i,i,i,i
COc1cc(NC(=O)C2=C(N3CCOCC3)/C(=C\c3ccc(Cl)cc3Cl)CC2)cc(OC)c1OC,i,i,i,-4,i,i,i,i,i,i,i
CC(=O)NCc1cc(-c2ccc(Cl)cc2)no1,i,i,i,-7,i,i,i,i,i,i,i
Cc1c(Cl)cccc1N1C(=O)CC(NNC(=O)c2cccs2)C1=O (stereo not drawn),i,i,i,-6,i,i,i,i,i,i,i
COc1ccc2c(C)c(CCC(=O)NC3CC3)c(=O)oc2c1,i,i,i,-3,i,i,i,i,i,i,i
Cc1ccc(N=C2C(=O)Nc3c(C)cccc32)cc1,i,i,i,-18,i,i,i,i,i,i,i
Cc1ccc(S(=O)(=O)NC(C)C(=O)Nc2ccc3c(c2)OCO3)cc1 (stereo not drawn),i,i,i,-17,i,i,i,i,i,i,i
O=C(CC1C(=O)NCCN1C(=O)Nc1ccc(F)cc1F)Nc1ccc(F)cc1 (stereo not drawn),i,i,i,-7,i,i,i,i,i,i,i
Cc1ccc(S(=O)(=O)Nc2cc(C)c(O)c(S(=O)(=O)c3ccc(C)cc3)c2)cc1,i,i,i,-10,i,i,i,i,i,i,i
C=CCN(C(=O)c1csnn1)C(C(=O)NC1CCCC1)c1cccs1 (stereo not drawn),i,i,i,-3,i,i,i,i,i,i,i
COc1ccc(/C=C/C(=O)N2CCNC(=O)C2)c(OC)c1,i,i,i,-9,i,i,i,i,i,i,i
COc1ccc(NC(=O)NCCN2CCCCC2)cc1,i,i,i,-3,i,i,i,i,i,i,i
CC(=O)N1c2ccc(S(=O)(=O)N3CCC(C(=O)N4CC(C)CC(C)C4)CC3)cc2CC1C (stereo not drawn),i,i,i,-7,i,i,i,i,i,i,i
COc1ccc(C=O)cc1Cn1ccnc1C,i,i,i,-10,i,i,i,i,i,i,i
COc1ccccc1-c1nnc(NC(=O)c2ccc3c(c2)OCO3)s1,i,i,i,1,i,i,i,i,i,i,i
COCCOC(=O)C1=C(C)N=C2SCCC(=O)N2C1c1cccc(Br)c1 (stereo not drawn),i,i,i,-14,i,i,-9.3*,i,i,i,i
O=C(C(Cc1ccccc1)n1cccc1)N1CCN(c2ccccc2)CC1 (stereo not drawn),i,i,i,-4,i,i,i,i,i,i,i
CC(C)n1nnnc1SCC(=O)Nc1ccc2c(c1)OCCO2,/,i,i,-8,i,i,/,i,i,i,i
CCCCC(=O)NC(=S)Nc1cccc(NC(=O)c2ccccc2)c1,i,i,i,-10,i,i,i,i,i,i,i
COCCn1nnnc1C(CC(C)C)N1CCN(c2nc3ccccc3s2)CC1 (stereo not drawn),i,i,i,-11,i,i,i,i,i,i,i
CC(C)OC(=O)C1CC=CCC1C(=O)Nc1ccc(Cl)cc1 (stereo not drawn),i,i,i,-15,i,i,i,i,i,i,i
CC1CCN(C(=O)c2ccc3c(c2NCCO)C(=O)c2ccccc2C3=O)CC1,i,i,i,0,i,i,i,i,i,9.9*,i
COc1ccc(/C=N/NC(=O)CN2CCSCC2)cc1C,i,i,i,-4,i,i,i,i,i,i,i
Cc1cccc(C(=O)O/N=C2\CCS(=O)(=O)c3sccc32)c1,i,i,i,-7,i,i,i,i,i,i,i
C=CCNc1nc2c(c(=O)n(C)c(=O)n2C)n1CC,i,i,i,-12,i,i,i,i,i,i,i
Cc1nc2c(C)cccn2c(=O)c1NC(=O)c1ccco1,i,i,i,-7,i,i,i,i,i,i,i
O=C(CN1CCSCC1)N1CCc2[nH]c3ccc(Br)cc3c2C1,/,i,i,-11,i,i,/,/,i,/,/
Cn1c(N2CCCC2)nc2c1c(=O)n(Cc1cccc(F)c1)c(=O)n2C,i,i,i,-9,i,i,i,i,i,i,i
COc1ccc(-c2n[nH]c(=S)n2-c2ccc(Br)cc2)cc1OC,i,i,i,-4,i,i,i,i,i,i,i
Cc1ccccc1S(=O)(=O)Cc1ccc(C(=O)NC2CCC(C)CC2)o1 (stereo not drawn),i,i,i,-7,i,i,i,i,i,i,i
OCCNc1nc(N2CCCCC2)nc2ccccc12,i,i,i,-5,i,i,i,i,i,i,i
COc1cccc(NC(=O)COc2nc3ccccc3nc2C)c1,i,i,i,-16,i,i,i,i,i,i,i
COc1ccc(-c2nnc(SCC(=O)NC3CCCCC3)o2)cc1OC,i,i,i,-8,i,i,i,i,i,i,i
O=C(CCCN1C(=O)c2ccccc2C1=O)Oc1ccc(Cl)cc1,i,i,i,-2,i,i,i,i,i,i,i
C(=C\c1ccccc1)/C=N/Nc1nc2ccccc2s1,i,i,i,-5,i,i,i,i,i,i,i
NC(=O)C1(N2CCCCC2)CCN(CC(=O)Nc2ccccc2Sc2ccccc2)CC1,i,i,i,-5,i,i,i,i,i,i,i
Cc1ccc(-c2cc(C(=O)O)c3cc(Br)ccc3n2)s1,i,i,i,-4&-8,i,i,i,i,i,i,i
O=c1/c(=C\c2cc([N+](=O)[O-])cc([N+](=O)[O-])c2O)sc2nc3ccccc3n12,i,/,/,/,/,/,i,i,/,i,29*
Cc1nn(-c2ccccc2)c(OC(=O)c2cccs2)c1S(=O)(=O)c1ccccc1,i,i,i,-7,i,i,i,i,i,i,i

# Other compounds follow.
SMILES,ANO1 activ,RGS4 inh,KCNQ1 inh,hERG rescue,KCNQ1 pot,KCNK9 inh,KCNK3 block,ANO1 block,RGS4 act,MrgX1 allo act,MrgX1 agonist
Cc1nc(SCC(=O)NC2CCCC2)[nH]c(=O)c1C,i,i,i,-4,i,i,i,i,i,i,i
Cc1ccc(NC(=S)NN2CCOCC2)c(C)c1,i,i,i,3,i,i,i,i,i,i,i
CC(C)(C)c1csc(SCC(=O)Nc2ccc(Cl)cn2)n1,i,i,i,-24,i,i,i,100*,i,19*,i
CCOC(=O)CN1C(=O)N[C@@H](c2ccccc2)C(C(C)=O)=C1C,i,/,/,/,/,/,i,i,/,i,i
O=C(Cn1[nH]c(=O)c2ccccc2c1=O)OCC(=O)c1ccccc1Cl,i,i,i,-5,i,i,i,i,i,i,i
O=C(N/N=C/c1c(Cl)[nH]c2ccccc12)c1ccc2c(c1)OCCO2,i,i,i,-20,i,i,i,i,i,i,i
Cc1oc2c(CN3CCOCC3)c(O)ccc2c(=O)c1-c1ccc(Br)cc1,i,i,i,-10,i,i,i,i,i,i,i
CC(=O)c1ccccc1OCCOCCOc1ccccc1C(C)=O,i,i,i,-11,i,i,i,i,i,i,i
